HT1080-NT tox = qHTS for induction of synthetic lethality in tumor cells producing 2HG: qHTS for the HT-1080-NT fibrosarcoma cell line | HT-1080-NT fibrosarcoma viability, CellTiter-Glo ATP luminescence, 48 h | Potency, µM (series often up to 46.1 µM), inactives show at the highest dose activity, negative = less viability, hits mostly cytotoxic | hit rate 1.6% among 360,000 | AID 686970, 2013;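 further: NT is the 2HG producing partner of a matched IDH1 knockdown line; potency means the concentration at half of the fitted maximal effect; 0% = DMSO-treated cells and -100% = media-only wells without cells; nearly all actives have a fitted effect of over 55% in size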
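Luminescent CellTiter-Glo readout after 48 hours of compound exposure at 37 degrees C defined viability of HT-1080-NT cells. Activity was normalized to DMSO wells and cell-free media wells; concentration-response curves were fitted and assigned curve classes.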
IL-1B inflam inh = qHTS for Inhibitors of Inflammasome Signaling: IL-1-beta AlphaLISA Primary Screen. THP-1 LPS/ATP IL-1B secretion, AlphaLISA, 16 h; stronger effect = lower value. activity change, % at 57.5 µM. hit rate 4.7% among 360,000. AID 743279, 2014; in the data active means activity change below about -50%; inconclusive means mostly about -30% to -49%; further: on the % scale 0 is the no-effect control and ±100 the full control effect
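THP-1 cells pretreated 1 hr with compounds (up to 57.5 uM final), then stimulated with LPS (250 ng/mL final) plus ATP (1.25 mM final); secreted IL-1B measured by AlphaLISA after 16 hr, decreased signal indicating inhibition.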
SW480 rereplic = A quantitative high throughput screen for small molecules that induce DNA re-replication in SW480 colon adenocarcinoma cells; SW480 DNA re-replication, Hoechst DNA content imaging, 48 h; AID 624297, 2012; Potency, µM (top dose mostly 46.1 µM), for inactives: top-dose re-replication activation, most hits filed as activators; hit rate 1.8% among 340,000; further: potency means the concentration at half of the fitted maximal effect; % of control where 0% means no effect; nearly all actives have a fitted effect of over 55% in size
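Per well, 250 cells were exposed to pinned compound for 48 hr. Nuclear DNA was visualised with Hoechst (40 min, 37 C) and total object intensity recorded by fluorescence scanning.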
KB-V1 MDR tox = qHTS assay for MDR1-selective chemotherapeutics: Primary screen using the drug-selected MDR subline cells KB-V1; KB-V1 MDR cells viability, CellTiter-Glo, 72 h; Potency, µM (highest dose often 46.1 µM), for the others: top-dose activity change, negative = cytotoxicity, usual class: cytotoxic; hit rate 3.4% among 400,000; further: potency means the concentration at half of the fitted maximal effect; on the % scale 0 is the no-effect control and ±100 the full control effect; nearly all actives have a fitted effect of over 60% in size
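Following 72 h at 37 degrees C with compound, KB-V1 cell viability was read by CellTiter-Glo luminescence, medium being phenol-red-free DMEM plus 10% FBS; concentration-response parameters came from normalized, curve-fitted qHTS data.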
HT1080 IDH1KD tx = qHTS for induction of synthetic lethality in tumor cells producing 2HG: qHTS for the HT-1080-IDH1KD cell line | HT-1080 IDH1 knockdown viability, ATP luminescence, 48 h | Potency, µM (titrated, usually from 46.1 µM), for the others: at the top dose activity, negative = toxicity, most hits filed as cytotoxic | hit rate 2% among 360,000 | AID 686971, 2013;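 further: potency means the concentration at half of the fitted maximal effect; 0% = DMSO wells and -100% = cell-free medium wells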
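% activity derives from luminescence (CellTiter-Glo), normalised to DMSO and no-cell wells. HT-1080-IDH1KD cells, 750/well, had 48 h compound exposure at 37 °C.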
GLP-1R agonist = qHTS of GLP-1 Receptor Agonists; Potency, µM (highest dose often 45.6 µM), for inactives: top-dose activation, hits mostly activators; HEK293 GLP-1R CRE-luciferase, luminescence, 4-6 h; cells express a hypersensitive GLP-1R form; hit rate 0.007% among 380,000; Glucagon-like peptide 1 receptor (Homo sapiens), P43220; further: potency means the concentration at half of the fitted maximal effect; % of control where 0% means no effect
Target sequence (P43220 whole entry, looked up): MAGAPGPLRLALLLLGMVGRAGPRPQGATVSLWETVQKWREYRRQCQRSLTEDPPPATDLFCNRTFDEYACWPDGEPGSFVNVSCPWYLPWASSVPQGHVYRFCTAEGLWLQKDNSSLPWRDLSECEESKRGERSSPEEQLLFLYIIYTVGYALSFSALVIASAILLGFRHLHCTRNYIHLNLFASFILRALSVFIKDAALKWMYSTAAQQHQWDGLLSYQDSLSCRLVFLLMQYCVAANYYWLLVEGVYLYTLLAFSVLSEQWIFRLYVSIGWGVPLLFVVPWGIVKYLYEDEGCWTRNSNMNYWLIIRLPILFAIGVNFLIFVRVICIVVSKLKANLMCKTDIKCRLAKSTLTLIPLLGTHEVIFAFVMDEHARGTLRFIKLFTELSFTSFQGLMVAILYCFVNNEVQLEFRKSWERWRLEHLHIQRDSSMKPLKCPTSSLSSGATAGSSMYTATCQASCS
D3 ag = qHTS of D3 Dopamine Receptor Agonist: qHTS | D(3) dopamine receptor (Homo sapiens), P35462 | D3R DiscoveRx beta-arrestin cells, luminescence, 90 min | max activation, % | hit rate 0.58% among 410,000 | AID 652048, 2013; in the data active means max activation above about 30%; further: 0% is about no effect; mostly tested at two doses, the higher about 12 µM
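Cells at 1500/well, incubated overnight, then treated with pinned compounds (dopamine as control) for 90 min at 37 degrees C. DiscoveRx reagent added for 30 - 60 minutes at room temperature; luminescence read.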
DRD3 antagonist = qHTS of D3 Dopamine Receptor Antagonist: qHTS; D(3) dopamine receptor (Homo sapiens), P35462; D3R cells, DiscoveRx beta-arrestin luminescence, antagonist mode; stronger effect = lower value; max response, negative = inhibition, %; hit rate 2.5% among 360,000; AID 652054, 2013; in the data active means max response below about -50%; inconclusive means no clear call, values can overlap the other calls; further: on the % scale 0 is the no-effect control and ±100 the full control effect; mostly tested at two doses, the higher about 12 µM
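Cells plated overnight at 1500 cells/well, then exposed to library compounds with dopamine controls for 90 minutes at 37 degrees C. DiscoveRx reagent added for 30–60 minutes at room temperature; luminescence read, quantitative HTS format.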
KB-3-1 cytotox = qHTS assay for MDR1-selective chemotherapeutics: Primary screen using the parental adenocarcinoma cell KB-3-1; Potency, µM (top dose mostly 46.1 µM), for the others: top-dose activity change, negative = cytotoxic, usual class: cytotoxic; hit rate 1.4% among 400,000; KB-3-1 viability, CellTiter-Glo ATP luminescence, 72 h; further: potency means the concentration at half of the fitted maximal effect; on the % scale 0 is the no-effect control and ±100 the full control effect; nearly all actives have a fitted effect of over 60% in size
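Multi-concentration cytotoxicity screen in KB-3-1 cells grown in DMEM lacking phenol red with 10% FBS. After 72 h at 37 °C with compound, ATP-dependent luminescence was recorded.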
Active calls of the source: *; i = inactive; ? = inconclusive; · = no result given; & = joins results of further samples; [ ] = another dose, or the depositor's remark. Unless noted, the call rests on the fitted dose curve; in most records, active means well fitted curve in the direction sought with a large enough effect; inconclusive means small, poorly fitted or top-dose-only effect, or another doubt; inactive means no such curve, though single readings can be large; an effect the other way counts as inactive or inconclusive.

nr	SMILES	HT1080-NT tox	IL-1B inflam inh	SW480 rereplic	KB-V1 MDR tox	HT1080 IDH1KD tx
1	CCOC(=O)N1CCN(C(=O)C2CCC(=O)N(Cc3ccc(Cl)cc3)C2)CC1 (stereo not drawn)	9%	i	-11%	-7%	11%
2	COc1cc(NCCCC(C)N)c2ncccc2c1 (stereo not drawn)	21µM*	23	?	0%	21µM*
3	C=CCn1c(SCC(=O)NC2(C)CCS(=O)(=O)C2)nc2ccccc21 (stereo not drawn)	2%	-19	-15%	-14%	4%
4	Cc1ccc(-n2ncc3c(NCc4ccccn4)ncnc32)c(C)c1	-2%	?	-7%	-10%	-8%
5	Cc1ccc(-n2sc3cc(F)ccc3c2=O)c(C)c1	?	-103*	·	?	?
6	Cc1ccc(-n2cccc2C(=O)NS(=O)(=O)c2ccc(C)cc2)cc1	-1%	12	-4%	22%	-2%
7	Cc1cccc(OCC(=O)NCCNC(=O)c2cnccn2)c1	5%	17	-3%	-2%	-5%
8	CCS(=O)(=O)c1ccc(O)c(NC(=O)COc2ccc(Br)cc2)c1	1%	-21	?	14%	-2%
9	O=C(CCCCl)Oc1ccc2cc(-c3ccc4ccccc4n3)c(=O)oc2c1	6%	39	2.1µM*	3%	19%
10	O=[N+]([O-])c1ccc(N=Cc2sc3ccccc3c2O)cc1	17%	7	-6%	0%	-3%
11	Cc1onc(-c2ccc(Cl)cc2Cl)c1-c1csc(N/N=C/c2ccccc2Cl)n1	15%	-20	6%	-11%	-12%
12	O=C1NC(=Nc2ccc(Cl)cc2)/C(=C/c2ccco2)S1	9%	-17	-4%	-16%	6%
13	Cc1ccc(S(=O)(=O)N2CCN(C(=O)CN(Cc3ccco3)Cc3cccs3)CC2)cc1	25%	4	-11%	1%	18%
14	COC(=O)c1ccccc1NC(=O)C(C)Oc1ccccc1 (stereo not drawn)	-4%	15	-3%	?	-23%
15	O=C1NC(=O)/C(=C\c2ccc(Oc3ccc([N+](=O)[O-])cn3)cc2)S1	-10%	47	-13%	4%	-17%

nr	GLP-1R agonist	D3 ag	DRD3 antagonist	KB-3-1 cytotox
1	-3%	1	5	-13%
2	-32%&-7%[inhibitor]	-10&-8	-54*	?
3	-1%	-4	8	-14%
4	3%	0	-18	-3%
5	0%	-2	-15	?
6	-6%	3	-9	-22%
7	20%	-3	7	-6%
8	6%	-4	-10	20%
9	7%	5	9	10%
10	6%	-6	7	-7%
11	0%	-9	2	-7%
12	4%	-16	?	-18%
13	4%	4	3	7%
14	22%	8	0	0%
15	-3%	-2	-10	-5%

Among those listed so far, these have a halogen.
nr	SMILES	HT1080-NT tox	IL-1B inflam inh	SW480 rereplic	KB-V1 MDR tox	HT1080 IDH1KD tx
1	CCOC(=O)N1CCN(C(=O)C2CCC(=O)N(Cc3ccc(Cl)cc3)C2)CC1 (stereo not drawn)	9%	i	-11%	-7%	11%
5	Cc1ccc(-n2sc3cc(F)ccc3c2=O)c(C)c1	?	-103*	·	?	?
8	CCS(=O)(=O)c1ccc(O)c(NC(=O)COc2ccc(Br)cc2)c1	1%	-21	?	14%	-2%
9	O=C(CCCCl)Oc1ccc2cc(-c3ccc4ccccc4n3)c(=O)oc2c1	6%	39	2.1µM*	3%	19%
11	Cc1onc(-c2ccc(Cl)cc2Cl)c1-c1csc(N/N=C/c2ccccc2Cl)n1	15%	-20	6%	-11%	-12%
12	O=C1NC(=Nc2ccc(Cl)cc2)/C(=C/c2ccco2)S1	9%	-17	-4%	-16%	6%

nr	GLP-1R agonist	D3 ag	DRD3 antagonist	KB-3-1 cytotox
1	-3%	1	5	-13%
5	0%	-2	-15	?
8	6%	-4	-10	20%
9	7%	5	9	10%
11	0%	-9	2	-7%
12	4%	-16	?	-18%

Assay outcomes deposited in PubChem BioAssay by National Center for Advancing Translational Sciences (NCATS).
